Large T inhibition: TAg ATPase/helicase activity blockers – biochemical (AID 1903) | SV40 large T antigen ATPase/helicase inhibition assay; higher % means a stronger effect | inhibition, % at 20 µM; hits with a dose series show IC50 in µM | hit rate 0.39% among 310,000; in the data active = a potency from the dose series; inconclusive = inhibition mostly from about 32% at the one dose, without a potency; inactive = the rest, 99 in 100 with inhibition below about 32%; note: strong numbers were not always called active
West Nile antiviral: inhibition of WNV-induced cytopathic effect – cell-based, CPE readout (AID 1621) | CPE inhibition, % at 10 µM; hits with a dose series show IC50 in µM | hit rate 0.02% among 290,000 | West Nile virus-infected cells, CPE inhibition; higher % means a stronger effect; in the data active = a potency from the dose series; inconclusive = CPE inhibition mostly from about 3.7% at the one dose, without a potency; inactive = the rest, 99 in 100 with CPE inhibition below about 2.2%; note: strong numbers were not always called active
PMI inhibitors: inhibitors of human PMI, primary screen, biochemical, fluorescence intensity, coupled assay (AID 1209); purified PMI enzyme, coupled fluorescence intensity; higher % means a stronger effect; inhibition, % at 20 µM, or IC50 in µM where a hit was titrated; hit rate 0.42% among 190,000;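 note: plate controls were DMSO vehicle for no effect and wells lacking substrate for full effect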
ER stress rescue: rescue of cells from ER stress-induced death, primary screen, 384-well, CSM14.1, thapsigargin, ATP luminescence (AID 1222); 190,000 tested, under 10 active; cellular ATP content (survival), % at 20 µM, or EC50 in µM where a hit was titrated; CSM14.1 thapsigargin-induced death rescue, ATP luminescence; higher % means a stronger effect;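 active = EC50 below 50 µM in the dose-response confirmation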;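 note: death triggered by thapsigargin at about 15 µM added after 2 h compound pretreatment; cell ATP read after overnight thapsigargin exposure of roughly 18 to 22 hours; normalized against plate controls of thapsigargin alone and 5% DMSO vehicle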
Ins promoter up: MIN6 insulin promoter up-regulation; MIN6 insulin promoter-GFP reporter, high-content imaging; hits give high values; z-score at 5 µM; hit rate 0.3% among 190,000; AID 1625;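 active = z-score above 3 at 5 µM with at least 500 cells counted in the well; inconclusive = wells under 500 cells, flagged as cytotoxic or low count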
PMI inhibition: human PMI inhibitors, high substrate, primary screen, biochemical, fluorescence intensity, high mannose 6-phosphate (AID 1220); inhibition, % at 20 µM, or IC50 in µM where a hit was titrated; hit rate 0.66% among 190,000; recombinant PMI enzyme, coupled fluorescence intensity; higher % means a stronger effect
TNAP activation fold: human TNAP enzyme activators, primary screen, biochemical, luminescent, no phosphate acceptor, uHTS (AID 1001); purified TNAP, luminescent activation assay, no phosphate acceptor; higher activation fold means a stronger effect; activation fold at 20 µM, or EC50 in µM where a hit was titrated; hit rate 0.03% among 200,000; in the data active = activation fold from about 3, or a potency from the dose series; inactive = the rest, 99 in 100 with activation fold below about 1.6; note: many of its hits are not listed in these tables
RSV CPE inhibition: RSV antiviral activity via CPE protection, HEp-2 cells, primary 10 µM value included (AID 2391); HEp-2 cells, RSV-induced CPE inhibition; higher % means a stronger effect; CPE inhibition, % at 10 µM; hits with a dose series show IC50 in µM; hit rate 0.13% among 310,000; in the data active = a potency from the dose series; inconclusive = CPE inhibition mostly from about 23% at the one dose, without a potency; inactive = the rest, 99 in 100 with CPE inhibition below about 21%; note: strong numbers were not always called active
PhoP inhibition: PhoP-dependent GFP reporter repression – Salmonella Typhimurium, primary screen (AID 1863); S. Typhimurium PhoP-regulated promoter GFP reporter, 4 h; higher % means a stronger effect; one-dose inhibition, % at 50 µM; IC50 in µM for titrated hits; hit rate 0.16% among 300,000;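 active = inhibition over 29.93%, a cutoff 3 SD above the screen mean, later confirmed by dose response; inconclusive = inhibition over 29.93% but no dose response follow-up; inactive = inhibition at most 29.93% or unconfirmed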;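 note: 0% = low Mg2+ inducing control and 100% = high Mg2+ repressing control; strong numbers were not always called active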
Ins promoter up cell count: also measured in Ins promoter up; calls as there; cell count; measured here: cytotoxicity, nuclei count;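 total cells summed across four imaged fields per well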
Active calls of the source: *; ? = inconclusive; · = no result given; & = joins results of further samples. Cut-off read from the data, not from the text of the source, unless noted: active = inhibition above about 50%; inactive = the rest.

SMILES | Large T inhibition | West Nile antiviral | PMI inhibitors | ER stress rescue | Ins promoter up | Ins promoter up cell count | PMI inhibition | TNAP activation fold | RSV CPE inhibition | PhoP inhibition
C=CCOc1ccc(/C=N/n2cncn2)cc1OC | 12.7% | 0.0% | -0.2% | -3.0% | -0.69 | 1075 | -0.1% | 1.1 | 8.6% | -5.2%
COc1ccc([N+](=O)[O-])c(OC)c1C(=O)NC(=O)Nc1nc(C)nc(C)n1 | 20.4% | -0.5% | · | · | · | · | · | · | 0.8% | -6.0%
O=C(c1ccc2ccccc2n1)N1CCN(c2ccccc2)CC1 | 13.1% | -0.5% | 4.6% | 1.1% | · | · | 2.3% | 1.2 | 0.7% | 2.6%
O=C(O)C1Cc2[nH]cnc2C(c2ccccc2O)N1 (stereo not given) | 25.9% | -0.2% | 7.5% | 7.0% | 0.11 | 1392 | 3.1% | 1.2 | 3.3% | -5.1%
COc1ccc2[nH]c(=O)c(CNc3cc(C)ccc3C)cc2c1 | 22.2% | 1.2% | · | · | -0.05 | 948 | · | · | 5.6% | -3.6%
Cc1cc(NC(=O)COn2nnc3ccccc32)no1 | 1.6% | 0.5% | 7.6% | -1.3% | -0.1 | 1259 | 4.9% | 1 | 1.5% | -0.1%
COc1ccc(C(=O)Nc2nncs2)c(OC)c1 | 13.0% | 0.2% | 9.9% | · | 0.67 | 1454 | 2.3% | 1.1 | 3.5% | -7.5%
Cn1c(CNC(=O)c2ccccc2F)nnc1SCc1nc2ccccc2c(=O)[nH]1 | 2.8% | -0.2% | 8.9% | 0.8% | · | · | 9.6% | 1 | -1.9% | 3.4%
Cn1c(=O)[nH]c2ncccc21 | 16.4% | 0.1% | · | · | 0.11 | 1136 | · | · | -0.2% | -3.7%
Cc1cc(C)c2cc(C(=O)N3CCN(c4ncccc4C(F)(F)F)CC3)[nH]c2c1 | 25.7% | -0.1% | · | · | · | · | · | · | 4.1% | 0.9%
CCc1ccccc1N(C(=O)Cn1nnc2ccccc21)C(C(=O)NCCOC)c1ccco1 (stereo not given) | -0.9% | -0.1% | 3.9% | 0.8% | -0.34 | 921 | 10.3% | 1.1 | 1.7% | 5.6%
Cc1cc(C(=O)CN2C(=O)CCC2=O)c(C)n1Cc1ccccc1 | 3.2% | -0.3% | 12.0% | -0.3% | 0 | 1052 | 9.1% | 1.1 | 17.4% | 6.6%
CCCc1[nH]n(-c2nc3ccccc3s2)c(=O)c1C=NCC1CCCO1 (stereo not given) | 10.7% | 0.5% | -2.4% | -2.3% | -0.89 | 765 | 51.0%* | 0.9 | 2.7% | 6.2%
Cc1ccc(NC(=O)/C=C\C(=O)NCC(=O)O)cc1 | 4.2% | 0.3% | 1.4% | 0.8% | 0.06 | 1429 | 0.8% | 1.1 | 2.0% | -10.6%
CCc1cc(C(=O)N2CCCC(CNC(=O)c3ccc(-c4ccccc4)cc3)C2)no1 (stereo not given) | 7.6% | -0.5% | 5.0% | 9.8% | -0.59 | 1560 | 5.9% | 1.1 | 16.4% | 4.7%
COc1cc2cc(C(=O)N3CCC(Cc4ccccc4)CC3)[nH]c2cc1OC | 4.6% | -1.2% | · | · | · | · | · | · | 1.5% | -3.8%
Cc1sc2nc(COC(=O)c3c(F)cccc3F)[nH]c(=O)c2c1C | 3.2% | -0.3% | -2.0% | 0.5% | 0.63 | 1410 | -1.7% | 1.1 | 1.8% | 4.8%
O=C1c2cccc3cccc(c23)C(=O)N1OS(=O)(=O)c1ccc(Cl)cc1 | 6.5% | -0.4% | -8.9% | 1.0% | 0.19 | 1347 | -12.5% | 1.1 | 2.7% | -3.8%
NS(=O)(=O)c1cc2c(cc1Cl)NC(C(Cl)Cl)NS2(=O)=O (stereo not given) | 3.5%&9.8% | 0.7% | -11.0% | -1.9% | · | · | -8.7% | 1 | -1.2% | 12.1%&-14.3%
Nc1nnc(CSCc2ccccc2)s1 | 5.3% | 0.2% | -10.8% | -0.5% | -0.14 | 1463 | -1.8% | 0.9 | 2.8% | 11.3%
O=C(Nc1ccc(Cl)cc1)Nc1nnc(CSCc2ccc(Cl)cc2)s1 | -0.5% | -1.4% | 4.8% | 3.3% | -0.3 | 1207 | 9.6% | 0.9 | 13.8% | -7.3%
Cc1nc(NCCN2CCOCC2)c2oc3ccccc3c2n1 | 13.9% | -0.3% | -1.6% | 1.8% | -0.71 | 1240 | -2.4% | 1.2 | -0.6% | 7.0%
Cc1ccc(-n2nc3cc(Cl)c(NC(=O)c4ccco4)cc3n2)cc1 | 3.3% | -0.7% | -1.3% | -2.9% | 1.42 | 886 | -8.9% | 1.1 | -0.2% | -2.8%
O=C(CSc1nnc(-c2cccnc2)s1)Nc1ccnc2ccccc12 | 8.4% | -1.3% | 16.7% | 3.2% | · | · | 8.6% | 1.1 | -0.1% | -7.8%
COc1cc(/C=N/NC(=O)CNC(=O)c2ccco2)ccc1O | 6.31µM* | 1.0% | 0.7% | -2.5% | · | · | 3.4% | 1.1 | -0.4% | -4.5%

Sorted by the number under PhoP inhibition (smallest number first): 4 from the list above.
SMILES	Large T inhibition	West Nile antiviral	PMI inhibitors	PMI inhibition	TNAP activation fold	RSV CPE inhibition	PhoP inhibition
Cc1cc(NC(=O)COn2nnc3ccccc32)no1	1.6%	0.5%	7.6%	4.9%	1	1.5%	-0.1%
O=C(c1ccc2ccccc2n1)N1CCN(c2ccccc2)CC1	13.1%	-0.5%	4.6%	2.3%	1.2	0.7%	2.6%
Cn1c(CNC(=O)c2ccccc2F)nnc1SCc1nc2ccccc2c(=O)[nH]1	2.8%	-0.2%	8.9%	9.6%	1	-1.9%	3.4%
CCc1ccccc1N(C(=O)Cn1nnc2ccccc21)C(C(=O)NCCOC)c1ccco1 (stereo not given)	-0.9%	-0.1%	3.9%	10.3%	1.1	1.7%	5.6%

Among those listed so far, 2 contain a COOH group:
SMILES | Large T inhibition | West Nile antiviral | PMI inhibitors | ER stress rescue | Ins promoter up | Ins promoter up cell count | PMI inhibition | TNAP activation fold | RSV CPE inhibition | PhoP inhibition
O=C(O)C1Cc2[nH]cnc2C(c2ccccc2O)N1 (stereo not given) | 25.9% | -0.2% | 7.5% | 7.0% | 0.11 | 1392 | 3.1% | 1.2 | 3.3% | -5.1%
Cc1ccc(NC(=O)/C=C\C(=O)NCC(=O)O)cc1 | 4.2% | 0.3% | 1.4% | 0.8% | 0.06 | 1429 | 0.8% | 1.1 | 2.0% | -10.6%

Continuation.
SMILES | Large T inhibition | West Nile antiviral | PMI inhibitors | ER stress rescue | Ins promoter up | Ins promoter up cell count | PMI inhibition | TNAP activation fold | RSV CPE inhibition | PhoP inhibition
O=C(N/N=C/c1cccs1)c1cccc(NC(=O)c2ccccc2Cl)c1 | 15.1% | -0.7% | 1.0% | 0.3% | -0.37 | 1480 | -3.3% | 1.3 | 3.3% | 1.5%
S=C(Nc1ccccc1)N1CCCN1c1ccccc1 | 6.5% | 0.1% | · | · | -0.58 | 914 | · | · | 0.4% | -4.2%
C/C(=N/NC(=O)c1ccccn1)c1ccncc1 | -5.7% | -0.3% | · | · | · | · | · | · | 0.3% | 10.4%
CCNC(=S)NNc1nc(N2CCOCC2)nc(N2CCOCC2)n1 | -0.3% | -0.3% | -7.5% | -0.6% | -0.87 | 1168 | -4.6% | 1.6 | -1.6% | 12.1%
Cc1ccc(C(=O)Nc2ccc(SC(F)F)cc2)s1 | 5.0% | -1.1% | -11.4% | -0.8% | -0.01 | 1258 | -9.5% | 1 | 13.5% | -2.0%
c1ccc(Sc2ncccn2)nc1 | 15.1% | 0.0% | · | · | 0.14 | 1411 | · | · | · | -13.2%
CCN1CCCC1CNC(=O)c1cn(CC)c2ccc(S(=O)(=O)N3CCCCCC3)cc2c1=O (stereo not given) | 5.7% | · | 21.8% | -2.4% | 0.68 | 1966 | 21.9% | 1.1 | -1.2% | 5.4%
COc1ccc(CCNc2ccc([N+](=O)[O-])cn2)cc1 | 9.8% | -1.2% | · | · | · | · | · | · | 2.7% | -0.1%
Nc1ccc(Oc2ccc(Br)cc2)cc1 | 16.9% | 2.4% | 14.9% | -0.7% | 0.99 | 1454 | 4.4% | 1.1 | 3.5% | -0.1%
CCCc1cc(C(=O)Nc2ccc(F)c(Cl)c2)no1 | 22.3% | -0.3% | · | · | · | · | · | · | 1.8% | 3.8%
O=C(C1CCCN(c2ncnc3c2nc2n3CCCCC2)C1)N1CCN(c2ccccc2)CC1 (stereo not given) | 3.6% | 0.5% | · | · | · | · | · | · | 5.0% | 1.0%
Cc1nc2ccccc2n1Cc1n[nH]c(=S)n1-c1ccc(Cl)cc1 | 5.3% | 0.0% | -9.7% | 0.7% | -0.24 | 1287 | -6.3% | 1 | 2.8% | 7.7%
Cc1cc(C(=O)Nc2ccccc2C#N)n(-c2ccccc2)n1 | 4.2% | 0.1% | 6.4% | · | 1.36 | 1979 | 1.2% | 1.1 | -0.4% | -2.7%
COc1ccc(NC(=O)COC(=O)c2ccncc2)c(OC)c1 | 13.6% | -0.6% | -0.4% | -0.5% | -0.16 | 1225 | 40.8% | 1.1 | 0.6% | -5.0%
O=S(=O)(O)c1nnc2sc3ccccc3n12 | 18.7% | 0.3% | -3.0% | -1.0% | 2.08 | 1222 | -6.2% | 1 | 2.2% | -1.8%
O=C(CSCc1c(Cl)cccc1Cl)NCc1cccnc1 | 4.9% | 0.6% | 6.3% | 0.6% | -0.01 | 1633 | 1.5% | 1.1 | -0.9% | 0.8%
Cc1ccc(NC2=CC(=O)C(=O)c3ccccc32)cc1 | -5.8% | ? | 14.2% | -3.9% | · | · | 56.2%* | 0.8 | -0.4% | 7.3%
C=CCOc1ccc(/C=C/C(C)=N\O)cc1 | 7.5% | 0.7% | 9.1% | -4.6% | 0.35 | 1394 | 4.4% | 1 | 6.4% | -2.4%
O=C(NCCc1ccc(Cl)cc1)C1CCCN(c2ncnc3c2nc2n3CCCCC2)C1 (stereo not given) | 2.0% | 0.1% | · | · | · | · | · | · | 0.2% | 2.6%
CCOC(=O)C1C(=O)N(C(=O)c2cncc(Br)c2)CC1c1ccccc1 (stereo not given) | 9.1% | -0.1% | -1.1% | 0.5% | 0.81 | 1129 | 1.3% | 1 | 1.3% | -12.7%
O=C(NCCS(=O)(=O)N1CCN(c2ccc(F)cc2)CC1)C1CC(=O)N(c2ccccc2)C1 (stereo not given) | 9.2% | 0.1% | · | · | · | · | · | · | -0.8% | -5.2%
O=C1NC(NS(=O)(=O)c2ccc(Cl)cc2)(C(F)(F)F)C(=O)N1CCc1ccccc1 (stereo not given) | 6.0% | 1.1% | · | · | 0.31 | 1079 | · | · | -1.7% | -10.0%
COCc1cc(Sc2ccc(Cl)cc2)nc(-c2ccccc2)n1 | 16.5% | -0.1% | 15.6% | -1.1% | -0.54 | 1519 | 8.8% | 1.1 | 6.8% | -2.5%
O=C(Oc1ccc(C(=S)N2CCOCC2)cc1)c1cccc(Cl)c1 | 5.7% | 0.6% | · | · | · | · | · | · | 0.9% | 2.9%
CC(=O)N1c2ccc(S(=O)(=O)NCC3CCC(C(=O)NC4CCCCC4)CC3)cc2CC1C (stereo not given) | 15.4% | 0.4% | · | · | · | · | · | · | 2.6% | -6.1%

Assay outcomes deposited in PubChem by several laboratories.
